NOD2-RIPK2 inh: NOD2-RIPK2 binding disruptors in cells, primary screen, fluorescence, CHO cells, BLA complementation | AID 624267, 2012 | CCF4 ratio | Receptor-interacting serine/threonine-protein kinase 2 (Homo sapiens), O43353 | hit rate 0.38% among 360,000 | inhibition, % at 4.98 µM; in the data active means inhibition above about 21%;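 further: 0% = vehicle only and 100% = reference blocker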
NR5A2 inv ag: LRH-1 (NR5A2) inverse agonists, primary screen, cell-based, luminescence, HEK293T, StAR-luciferase reporter; LRH-1 transfected, 24 h; hit rate 0.13% among 360,000; AID 602396, 2012; inhibition, % at 3.6 µM;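 active means inhibition above the mean inhibition of all tested compounds plus 3 SD, cut at about 73% in these data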;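 further: 0% = DMSO wells and 100% = reporter-only cells lacking LRH-1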
Target sequence (O00482 whole entry, looked up): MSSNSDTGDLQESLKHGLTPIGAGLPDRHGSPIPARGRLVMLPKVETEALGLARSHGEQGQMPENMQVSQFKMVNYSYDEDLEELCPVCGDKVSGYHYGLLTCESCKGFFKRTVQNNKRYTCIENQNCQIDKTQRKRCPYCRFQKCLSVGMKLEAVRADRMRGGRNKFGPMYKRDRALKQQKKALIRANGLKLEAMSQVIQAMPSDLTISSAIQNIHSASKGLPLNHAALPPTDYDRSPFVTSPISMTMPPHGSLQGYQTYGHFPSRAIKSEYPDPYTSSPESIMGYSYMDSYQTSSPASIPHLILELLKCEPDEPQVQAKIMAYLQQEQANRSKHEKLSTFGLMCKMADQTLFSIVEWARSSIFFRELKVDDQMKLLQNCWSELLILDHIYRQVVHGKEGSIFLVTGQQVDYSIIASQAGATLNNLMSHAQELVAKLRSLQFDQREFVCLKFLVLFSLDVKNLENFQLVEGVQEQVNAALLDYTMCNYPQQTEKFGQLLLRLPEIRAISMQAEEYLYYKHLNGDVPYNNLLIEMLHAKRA
TROY NFkB inh: inhibitors of TROY-driven NF-kB signaling, primary screen, Q293 LMP1-TROYcd cells, NF-kB luciferase, uHTS; Q293 LMP1-TROYcd NF-kB luciferase reporter, 4 h; hit rate 0.98% among 360,000; AID 1347056, 2019; inhibition, % at 10 µM;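 active means compounds whose plate-normalised and pattern-corrected inhibition of the luciferase reporter signal at the single screening dose is 50% or more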
COUP-TFII inh: NR2F2 transcriptional activity inhibitors, primary screen, cell-based, luciferase reporter, HEK293T, luminescence. COUP transcription factor 2 (Homo sapiens), P24468. HEK293T NGFI-A luciferase reporter. hit rate 0.7% among 370,000. inhibition, % at 8.6 µM. AID 686940, 2013;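 active means inhibition above a per-plate cutoff, mean inhibition of test wells between control levels plus 3 SD, cut at about 38% in these data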;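 further: cells cotransfected with COUP-TFII expression vector driving the NGFI-A reporter; 0% = median of COUP-TF2 test wells and 100% = reporter-only cells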
Target sequence (P24468 whole entry, looked up): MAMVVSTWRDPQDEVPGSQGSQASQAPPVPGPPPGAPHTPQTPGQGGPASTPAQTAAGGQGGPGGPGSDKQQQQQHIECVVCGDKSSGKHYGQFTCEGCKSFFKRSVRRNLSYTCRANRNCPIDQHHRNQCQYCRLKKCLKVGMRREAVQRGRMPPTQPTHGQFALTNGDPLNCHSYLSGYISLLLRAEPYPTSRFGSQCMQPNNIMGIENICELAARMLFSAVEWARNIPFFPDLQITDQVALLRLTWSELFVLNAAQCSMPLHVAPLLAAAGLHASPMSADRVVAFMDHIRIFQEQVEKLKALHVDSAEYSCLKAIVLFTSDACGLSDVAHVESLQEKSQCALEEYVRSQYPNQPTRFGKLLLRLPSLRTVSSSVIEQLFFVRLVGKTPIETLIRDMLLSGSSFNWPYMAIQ
TWEAK Fn14 block: inhibitors of TWEAK-Fn14 signaling, primary screen, luciferase reporter cells, uHTS. TWEAK-stimulated Fn14 reporter cells, luciferase luminescence, 8 h. hit rate 2% among 360,000. AID 1159606, 2016. inhibition, % at 10 µM; in the data active means inhibition above about 50%
Exocytosis inh: LAMP-1 surface exposure blockers, TALL-104 cells – cell-based, flow cytometry, MLPCN library, primary screen; TALL-104 LAMP-1 surface exposure; cells stimulated with thapsigargin and PMA; inhibition, % at 10 µM; hit rate 0.66% among 360,000; AID 651702, 2012;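 active means inhibition above about 55%, limit read from the data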
NCOA2 inhibitor: inhibition of GAL4-SRC2 driven luciferase reporter, primary screen, SRC2 inhibitor project, cell-based, luminescence | Nuclear receptor coactivator 2 (Homo sapiens), Q15596 | HEK293 GAL4-SRC2 luciferase reporter | inhibition, % at 9 µM | hit rate 0.17% among 370,000 | AID 651957, 2012;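 active means inhibition above the mean inhibition of all tested compounds plus 3 SD, set per campaign, cut at about 52% in these data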;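 further: 0% = DMSO treated cells and 100% = cells given Gossypol at 36 µM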
TLR9-MyD88 block: inhibitors of TLR9-MyD88 association in cells, primary screen, cell-based, CHO, BLA complementation, fluorescence; Toll-like receptor 9 (Homo sapiens) + Myeloid differentiation primary response protein …; CCF4 FRET ratio; inhibition, % at 4.98 µM; hit rate 0.21% among 340,000;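 active means inhibition above the mean over all tested compounds plus 3 SD, cut at about 21% in these data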;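 further: 0% = DMSO only wells and 100% = clavulanate BLA inhibitor control wells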
NCOA1 inh: SRC1 coactivator transcriptional activity inhibitors, primary screen, cell-based, luminescence | Nuclear receptor coactivator 1 (Homo sapiens), Q15788 | hit rate 0.12% among 360,000 | inhibition, % at 3.6 µM | HEK293 GAL4-SRC1 luciferase reporter;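 active means inhibition above the campaign mean plus 3 SD, with each screening campaign given its own cutoff, cut at about 60% in these data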;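 further: 0% = DMSO treated cells and 100% = gossypol at 36 µM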
SRC3 inh: SRC3 coactivator transcriptional activity inhibitors, primary screen, cell-based, luminescence; HEK293 GAL4-SRC3 luciferase reporter; inhibition, % at 3.6 µM; hit rate 0.17% among 360,000;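 active means inhibition above a per-campaign cutoff, the mean of all compounds plus 3 SD, cut at about 60% in these data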;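 further: 0% = DMSO-treated cells and 100% = gossypol-treated cells at 36 µM; higher means less SRC3-driven luciferase light from the GAL4 reporter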
ABHD5-PLIN5 inh: ABHD5-PLIN5 interaction inhibitors, primary screen, cell lysate, split luciferase complementation, luminescence | Perilipin-5 (Homo sapiens) + 1-acylglycerol-3-phosphate O-acyltransferase ABHD5 (Homo … | hit rate 0.78% among 360,000 | inhibition, % at 4 µM | Split G. princeps luciferase complementation, 4 h;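 active means inhibition above the mean inhibition across every tested compound plus 3 SD, cut at about 22% in these data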;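 further: 0% = DMSO only wells and the 100% control is not disclosed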
An asterisk follows results filed as active; nt = no result given. This is a subset, so the mix of outcomes need not match the whole.

SMILES	NOD2-RIPK2 inh	NR5A2 inv ag	TROY NFkB inh	COUP-TFII inh	TWEAK Fn14 block	Exocytosis inh	NCOA2 inhibitor	TLR9-MyD88 block	NCOA1 inh	SRC3 inh	ABHD5-PLIN5 inh
CC1(C)C2CC=C(CN3CCOCC3)C1C2 (stereo not drawn)	0	-6	-9	-4	25	0	10	1	-22	-1	-5
C[C@]12CC[C@H](O)CC1=CCC1C2CC[C@@]2(C)C1C[C@@H](O)[C@@H]2O (stereo partly drawn)	-1	-14	-3	-5	10	-6	-26	5	-21	-4	8
Cc1ccc(N/N=C/c2c(O)n(-c3ccccc3)c(=O)[nH]c2=O)cc1	1	-50	6	4	11	-1	-15	2	-23	21	12
Cc1ncc(CN2CCCC(C(=O)c3cccc(OC(C)C)c3)C2)s1 (stereo not drawn)	-2	6	21	-2	20	-2	18	0	-15	11	-1
CCOC(=O)[C@]12Cc3cc(C)ccc3[C@H]1N(C1CCCCC1)C(=O)c1cc(OC)ccc12	62*	94*	54*	52*	101*	84*	19	nt	nt	nt	61*
Cc1nn(Cc2ccc(Cl)cc2Cl)c(Cl)c1C(=O)O	-1	3	2	-5	-22	-2	-4	7	2	-1	11
COc1ccc2c(c1)c(C(=O)O)c(C)n2C(C)C	-10	-7	5	31	6	-1	22	-3	13	21	-7
O=C(Cn1ncc2c3ccccc3n(Cc3ccccc3F)c2c1=O)N1CCC2(CC1)OCCO2	-9	7	nt	13	15	0	0	4	-10	1	-3
COC(=O)CN1C(=O)C2(C(C(=O)OC)=C(N)Oc3ccccc32)C2=C1CC(C)(C)CC2=O (stereo not drawn)	-3	-14	-4	2	23	3	-27	0	-19	-22	-16
COC(=O)C1=C(c2ccc(F)cc2OCc2ccccc2)C[C@@H]2CC[C@H]1N2C(=O)NC1Cc2ccccc2C1	-5	9	3	4	12	-2	-6	-8	-48	7	-1
CCCCn1c(=O)c(C(=O)Nc2cccc(C)c2)c(O)c2ccccc21	2	10	-9	-8	5	0	-30	5	2	6	4
Cc1ccc(-n2c(O)c(C=Nc3ccccc3N)c(=O)[nH]c2=O)cc1C	7	-165	-22	-54	-17	-3	-54	0	-149	-60	5
CN1CCN(C(=S)SCC(=O)Nc2ccc(Cl)cc2C(=O)c2ccccc2)CC1	6	0	4	25	15	14	15	4	16	22	7
C[C@@H]1CC[C@H]2[C@@H](C)C(=O)O[C@@H]3O[C@@]4(C)CC[C@@H]1[C@]32OO4	-15	23	0	2	5	-3	9	2	6	-2	-6
CCOC(=O)[C@]12Cc3ccccc3[C@H]1N(Cc1ccccc1)C(=O)c1cc(F)c(F)cc12	0	12	5	-6	11	-7	-13	nt	nt	nt	2
Cc1nn(Cc2ccccc2)c(Cl)c1C(=O)OCC(=O)Nc1cccc2ccccc12	-2	1	7	8	-12	-1	10	-20	-3	11	1
O=C(NC(Cc1ccccc1)C(=O)N1CCC2(CC1)OCCO2)C1CCCCC1 (stereo not drawn)	1	12	-20	-1	14	-1	-2	5	0	-4	-6
O=C(N/N=C/c1c(O)n(-c2ccccc2)c(=S)[nH]c1=O)c1ccccc1	-9	-102	-39	-24	16	-1	-21	nt	-112	-65	9
S=C(NCCc1ccccc1)N1Cc2ccccc2-n2nncc2C1	-8	-3	4	11	-2	0	12	-3	6	-7	10
CC(=NCC1CCCO1)c1c(O)n(-c2ccc(Cl)cc2)c(=O)[nH]c1=O (stereo not drawn)	3	-19	-4	7	6	-1	-7	-3	1	-7	-3
Cc1ccc(-c2nc(N3CCOCC3)s[n+]2-c2ccccc2)cc1	-6	-85	47	-32	19	9	-57	-2	-93	-50	0
CCN1C[C@]2(COC)CC[C@H](O)[C@@]34C5C[C@@H]6[C@@H](OC)C[C@@](O)(C5[C@H]6O)[C@](O)([C@@H](OC)C23)[C@@H]14 (stereo partly drawn)	-7	-29	3	7	-10	4	3	-10	-20	2	2
Cc1cccc(NP(=O)(Oc2ccccc2)Oc2ccccc2)c1C	8	13	-6	-4	-3	58*	15	2	8	-2	-1
CN1CCCC1c1ccc(=O)[nH]c1 (stereo not drawn)	-6	-7	-12	8	10	8	9	9	-13	-11	7
COc1ccccc1Cn1c(SCC#N)nc2cc(C(=O)N3CCC4(CC3)OCCO4)ccc2c1=O	-4	14	1	-7	3	-6	-14	2	7	4	4

Additional structures follow:
SMILES	NOD2-RIPK2 inh	NR5A2 inv ag	TROY NFkB inh	COUP-TFII inh	TWEAK Fn14 block	Exocytosis inh	NCOA2 inhibitor	TLR9-MyD88 block	NCOA1 inh	SRC3 inh	ABHD5-PLIN5 inh
CCC1([N+](=O)[O-])COP(N)(=O)OC1 (stereo not drawn)	-13	-6	-13	5	-4	6	-9	-8	-5	-11	-5
Cc1ccc(C2N(c3cc(C)on3)C(=O)C3CCCN32)cc1 (stereo not drawn)	10	5	-19	4	1	3	-10	6	-6	-2	2
CC(=NCCN1CCOCC1)c1c(O)n(C2CCCCC2)c(=O)[nH]c1=O	0	16	-8	6	-4	1	-7	-2	-2	9	-1
COc1ccc(CN2Cc3cnnn3-c3ccccc3C2c2ccccc2)cc1 (stereo not drawn)	1	-9	8	10	-18	16	15	-3	12	7	6
N=c1c2c(n(Cc3ccc(Cl)cc3Cl)c3c1CCC3)CCCC2	-7	82*	33	nt	35	-1	nt	-9	49	43	9
CC1CN=C(NCc2ccccc2Cl)S1 (stereo not drawn)	3	-13	-71	-20	8	0	0	-1	-25	7	1
CCOC(=O)N(c1ccccc1)P1(=S)OCCO1	-11	-4	-12	-6	-15	-1	6	0	-6	-6	-18
CCCSP1(=S)NCCCO1 (stereo not drawn)	-2	20	-7	-5	0	0	17	-1	-14	10	2
CC(C)c1ccc(N=Cc2c(O)n(C3CC3)c(=S)[nH]c2=O)cc1	-2	1	-15	-7	-2	-2	-9	3	-31	-2	-2
OC1(c2ccccc2F)CC2CCC(C1)N2CCN1CCOCC1 (stereo not drawn)	-1	-3	-9	-7	-3	-2	11	-4	2	15	1
CCN1C[C@]2(CO)CC[C@H](OC)[C@@]34C5C[C@H]6[C@H](OC)C5[C@](O)(C[C@H]6OC)[C@@](O)(C(OC)C23)[C@@H]14 (stereo partly drawn)	-6	-50	-6	nt	1	0	nt	6	-14	4	-1
Cc1ccccc1C1=NCC(=O)N(CC(=O)N2CCCCC2)c2sc(C)c(C)c21	6	1	-7	2	27	0	-19	2	-47	-11	0
CN(C)c1ccc(CN2CC=C(c3ccc(F)cc3)CC2)cc1	-8	-1	25	-2	3	2	-6	-5	9	19	3
O=C1Nc2ccc(Br)cc2C(c2ccccc2)=NC1O (stereo not drawn)	-13	3	0	2	-6	-14	-14	9	12	7	-2
Cc1nonc1OCCNc1ccc([N+](=O)[O-])c2cccnc12	12	8	6	-6	-16	5	7	-7	-14	0	-7
OCC1CO1 (stereo not drawn)	-19	8	-6	4	1	2	-4	-10	-10	17	5
CN1CCN(c2ccc(C(N)=O)cc2N)CC1	5	2	-15	13	-1	0	-7	-2	8	-14	0
Cc1ccc(-n2nc(C)c3c2NC(=O)CSC3c2ccc3c(c2)OCO3)cc1 (stereo not drawn)	2	-12	19	12	12	0	-13	5	1	-12	-23
COC(=O)C1=C(c2cccc(C#N)c2)C[C@@H]2CC[C@H]1N2C(=O)NCCOc1ccccc1	-7	-3	-10	-9	-2	20	17	0	-10	5	3
CC1=C2C(=O)C3C(CC=C4CC(O)CCC43C)C2CCC12OC1CC(C)CNC1C2C (stereo not drawn)	6	0	3	-2	97*	17	17	1	2	-3	-2
O=C1NC(=O)C(C/C=C/c2ccccc2)C(=O)N1	8	6	10	-9	0	-2	15	-5	-9	14	-19
O=C(O)C1C2CCC(O2)C1C(=O)Nc1ccc(F)c(F)c1 (stereo not drawn)	-7	-9	14	-7	6	-3	0	-12	-28	5	3
CCC(=O)c1ccc(OC)c(OC)c1	-10	4	-7	-29	0	4	-12	8	-14	0	0
Nc1ccccc1N=Cc1c(O)n(CCC2=CCCCC2)c(=O)[nH]c1=O	-9	-108	-5	-45	-10	-3	-42	-5	-93	-117	1
COC(=O)C1=C(c2cccc(OCc3ccccc3)c2)C[C@@H]2CC[C@H]1N2C(=O)NCCOc1ccc(OC)cc1	-3	-1	17	20	34	9	16	-3	-2	-29	4

Going on with the list.
SMILES	NOD2-RIPK2 inh	NR5A2 inv ag	TROY NFkB inh	COUP-TFII inh	TWEAK Fn14 block	Exocytosis inh	NCOA2 inhibitor	TLR9-MyD88 block	NCOA1 inh	SRC3 inh	ABHD5-PLIN5 inh
O=[N+]([O-])c1cccc(CCl)c1	-25	4	-17	nt	1	-5	nt	-1	8	6	10
Cc1ccc2c(c1)C1CN(C)CCC1N2C(=O)c1ccc(Br)o1 (stereo not drawn)	-3	-6	1	1	-2	1	-22	5	-1	5	4
CN1C(=O)N(C)C(=O)C2(Cc3cc(NC(=O)c4ccc(F)cc4)ccc3N3CCCC32)C1=O (stereo not drawn)	-5	-8	-19	17	-28	0	-8	-1	-37	-1	6
CN(C(=O)Cc1ccc2c(c1)OCO2)C1CCCN(Cc2ccccc2F)C1 (stereo not drawn)	-1	9	-2	-3	-7	-5	5	-1	4	-7	1
O=C(Nc1cccnc1)c1c(O)c2c(n(Cc3ccccc3)c1=O)CCCC2	-2	9	-2	-12	1	11	-22	-6	-20	3	-1
COc1ccc(C(CNC(=O)c2ccc3c(c2)CCC3)N(C)C)cc1 (stereo not drawn)	2	-18	4	-13	-4	-6	-20	4	-13	-15	-1
COc1cc2c(cc1OC)C(C(=O)N(C)C1CCCCC1)C1CCCCN1C2=O (stereo not drawn)	-4	18	10	10	6	0	10	1	-41	9	0
CN(C)C(=Nc1ccccc1)P(=S)(N(C)C)N(C)C	3	-3	-6	10	3	0	4	-8	-12	-10	-6
COc1ccc(P2(=O)Nc3ccccc3N2)cc1	0	-134	-4	-32	20	4	-48	-7	-93	-138	-11
O=c1[nH]c(=S)n(Cc2ccco2)c(O)c1C=NCc1cccs1	-3	-12	-1	6	7	4	8	-2	1	-13	21
C#C[C@@]1(O)CCC2C3CCC4=C/C(=N/OCC(=O)NC(C(=O)NC(CC(C)C)C(=O)O)C(C)C)CC[C@]4(C)C3CC[C@@]21C (stereo partly drawn)	-3	7	-15	2	-1	6	-1	7	-18	0	-4
O=C(c1ccc(N2CCCCCC2)c([N+](=O)[O-])c1)N1CCC2(CC1)OCCO2	-2	16	-2	16	-2	-4	9	-12	-14	-4	7
CCN1CCOC(c2ccccc2)C1 (stereo not drawn)	-6	9	-4	8	9	8	-4	8	-5	-9	-2

Assay outcomes as filed in PubChem BioAssay.
